D1 PAM: potentiators of human D1 dopamine receptor. potentiation, % at 10 µM. 360,000 compounds, 0.036% hits. HEK293 TREx D1 cells, calcium flux, dopamine EC20 potentiation. P21728; in the data active means potentiation above about 30%; further: 0% is about no effect
Target sequence (P21728 whole entry, looked up): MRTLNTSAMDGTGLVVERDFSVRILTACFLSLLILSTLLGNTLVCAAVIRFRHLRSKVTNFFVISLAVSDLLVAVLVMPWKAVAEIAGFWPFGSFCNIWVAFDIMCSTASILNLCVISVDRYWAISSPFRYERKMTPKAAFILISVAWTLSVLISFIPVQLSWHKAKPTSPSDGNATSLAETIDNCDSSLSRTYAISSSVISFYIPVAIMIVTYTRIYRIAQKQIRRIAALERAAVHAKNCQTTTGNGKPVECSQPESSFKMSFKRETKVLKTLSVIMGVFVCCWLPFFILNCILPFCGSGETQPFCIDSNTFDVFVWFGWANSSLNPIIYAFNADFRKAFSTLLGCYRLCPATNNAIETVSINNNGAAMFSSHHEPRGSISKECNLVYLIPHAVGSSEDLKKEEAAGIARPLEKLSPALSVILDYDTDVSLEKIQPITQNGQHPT
D1 antagonist: antagonists of human D1 dopamine receptor; P21728; HEK293 TREx D1 cells, calcium flux, dopamine EC80; active compounds read low; activity change, negative = inhibition, % at 10 µM; 360,000 compounds, 3.2% hits; AID 504652; in the data active means activity change below about -30%; further: on the % scale 0 is the no-effect control and ±100 the full control effect
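Calcium flux readout: force-coupled, inducible Hek293 Trex D1 line, cells induced overnight at 30 C with tetracycline, dye-loaded 30–90 min at RT. Antagonism scored against EC80 dopamine challenge given 180 s after compound.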
D2 PAM: positively modulates the human D2 dopamine receptor allosterically; 340,000 compounds, 0.34% hits; potentiation, % at 10 µM; P14416; HEK293 T-REx D2, calcium flux, EC20 dopamine potentiation;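 active means potentiation over 3 SD above the plate norm, cut at about 30% in these data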; further: 0% is about no effect
Target sequence (P14416 whole entry, looked up): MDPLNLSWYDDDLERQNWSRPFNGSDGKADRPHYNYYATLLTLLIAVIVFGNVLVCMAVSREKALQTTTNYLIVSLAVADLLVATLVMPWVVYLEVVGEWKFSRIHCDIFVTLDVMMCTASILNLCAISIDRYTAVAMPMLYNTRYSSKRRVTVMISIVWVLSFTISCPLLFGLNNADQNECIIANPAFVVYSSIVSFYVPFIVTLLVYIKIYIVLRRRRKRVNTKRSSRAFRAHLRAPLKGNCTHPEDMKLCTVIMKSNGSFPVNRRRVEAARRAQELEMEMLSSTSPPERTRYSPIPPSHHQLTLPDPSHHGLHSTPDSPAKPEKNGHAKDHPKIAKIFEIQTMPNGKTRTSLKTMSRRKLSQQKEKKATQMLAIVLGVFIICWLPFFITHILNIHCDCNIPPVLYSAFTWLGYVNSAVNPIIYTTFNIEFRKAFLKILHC
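Primary screen. Calcium kinetics in induced HEK293 T-REx D2 cells: compound pre-addition 180 s, EC20 dopamine, 180 s more.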
D1 agonist: human D1 receptor agonism. HEK293 T-REx D1 cells, calcium flux, agonist mode. 360,000 compounds, 1% hits. P21728. activation, % at 2 µM; in the data active means activation above about 30%; further: 0% is about no effect
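Tetracycline-induced HEK293 TREx D1 cells, force-coupled to calcium signalling, were dye-loaded with a no-wash calcium kit. Compound was pin-added after a 10 s baseline. Fluorescence was read kinetically at 1 cycle/s for 180 s, with calcium rises flagged as agonism.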
Vif-APOBEC3F blk: inhibitors of Vif-A3F interaction | HeLa A3F-eYFP + Vif (tagged APOBEC3F with the HIV-1 protein that degrades it), YFP fluorescence increase | Potency, µM (top dose mostly 46.1 µM), for the others: top-dose activity, negative = active | 390,000 compounds, 0.2% hits; further: potency means the concentration at half of the fitted maximal effect; % of control where 0% means no effect; nearly all actives have a fitted effect of over 65% in size
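Fluorescence increase (Ex 488/Em 500-530) after overnight compound treatment at 37 deg C flags inhibition of Vif-driven A3F-eYFP loss in stable HeLa A3F-eYFP/Vif cells seeded overnight beforehand.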
Vif-A3G inh: Vif-A3G binding inhibition; Q9HC16; HeLa A3G-eYFP + Vif (tagged APOBEC3G with the HIV-1 protein that degrades it), YFP fluorescence, overnight; Potency, µM (series often up to 46.1 µM), for inactives: top-dose activity, negative = active, usual class: inhibitors; 410,000 compounds, 0.076% hits;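 further: potency means the concentration at half of the fitted maximal effect; on the % scale 0 is the no-effect control and ±100 the full control effect; nearly all actives have a fitted effect of over 60% in size; hits raise eYFP signal because A3G escapes Vif-driven loss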
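Read-out is eYFP fluorescence (Ex 488/Em 500-530) from Vif-expressing HeLa A3G-eYFP cells; more signal means A3G escaped Vif-mediated degradation. Cells plated overnight, compound pinned in, incubated overnight at 37 deg C.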
GRP78 ERSR act: inducers of ER stress response in human glioma cells; Potency, µM, for inactives: at the top dose activation, hits mostly activators; AID 602332; U87-MG GRP78 promoter luciferase reporter, 16 h; 420,000 compounds, 0.02% hits; further: potency means the concentration at half of the fitted maximal effect; series mostly up to about 76 µM; % of control where 0% means no effect; nearly all actives have a fitted effect of over 35% in size
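Stably transfected U87-MG glioma cells carrying a GRP78-based luciferase sensor; 16 h compound incubation. Luminescence end-point read 10 min after Bright-Glo addition at room temperature.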
RXFP1 ag: agonists of human relaxin receptor RXFP1 | AID 2676 | Q9HBX9 | Potency, µM (series often up to 57.5 µM), for inactives: top-dose activation, most hits filed as activators | 370,000 compounds, 0.3% hits | HEK293T-RXFP1 cAMP TR-FRET, 30 min; response scale: percent of porcine relaxin response, buffer zero; further: potency means the concentration at half of the fitted maximal effect; on the % scale 0 is the no-effect control and ±100 the full control effect; nearly all actives have a fitted effect of over 60% in size; many of its hits are not listed in these tables
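HEK293 cells stably expressing RXFP1, treated 30 min at 37C with compounds plus PDE4 inhibitor Ro 20174; cAMP measured by HTRF TR-FRET. Normalized to buffer and 29 nM porcine relaxin; EC50 by Hill fit.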
RXFP1 antagonist: RXFP1 (human) relaxin receptor antagonism | Q9HBX9 | HEK293-RXFP1, relaxin-stimulated cAMP HTRF, 30 min; active compounds read low | activity change, negative = inhibition, % at 57.5 µM | 350,000 compounds, 0.59% hits | AID 1259400;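 active means activity change of -60% or lower, but not beyond a set lower limit; inconclusive means change between -60% and -40%, or beyond the set limit; inactive means change above -40%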; further: on the % scale 0 is the no-effect control and ±100 the full control effect
* = called active by the depositor; ? = inconclusive; · = no result given; & = joins results of further samples. Unless noted, the call rests on the fitted dose curve; in most records, active means well fitted curve in the direction sought with a large enough effect; inconclusive means small, poorly fitted or top-dose-only effect, or another doubt; inactive means no such curve, though single readings can be large; an effect the other way counts as inactive or inconclusive. Some of the compounds tested (hit frequency here may not be typical).

SMILES | D1 PAM | D1 antagonist | D2 PAM | D1 agonist | Vif-APOBEC3F blk | Vif-A3G inh | GRP78 ERSR act | RXFP1 ag | RXFP1 antagonist
Cc1cc(NC(=O)c2ccc3c(c2)OCO3)no1 | 5 | 9 | -3 | 3 | 3% | 1% | -10% | 1.4% | 10
COc1ccc(N2CC(C(=O)N[C@@H](CC(C)C)C(=O)NC3CCCCC3)CC2=O)cc1 (some centres not stated) | -3 | 19 | -2 | 5 | -8% | -4% | 5% | 1.6% | -4
CC(NC(=O)COc1ccc(Br)cc1)C1CCCO1 (configuration not stated) | -6 | -8 | -7 | 1 | 3% | -1% | 0% | -0.1% | -5
CCOC(=O)Nc1ccc(C)cc1C | -5 | -12 | 21 | 1 | 1% | 2% | -2% | 0.6% | 3
O=C(N/N=C/c1cc(Br)c(O)c(Br)c1)c1cc2c(ccc3ccccc32)o1 | -5 | -21 | 12 | 1 | 3% | -9% | 1% | 5.7% | -100*
CCOC(=O)N1c2ccccc2Sc2ccccc21 | 0 | -2 | -5 | 4 | 1% | ? | -2% | 0.0% | -19
Cc1cccc(Nc2nc(N)nc(CC(=O)CSc3ccc(Cl)cc3)n2)c1 | -15 | -13 | -12 | 2 | · | · | · | -0.7% | ·
Oc1ccccc1/C=N/[n+]1ccccc1 | -4 | -11 | 5 | 0 | -8% | 0% | -4% | 3.4% | -8
N=C1SC(CC(=O)Nc2ccc([N+](=O)[O-])cc2)C(=O)N1c1ccccc1 (configuration not stated) | -12 | 2 | 0 | 1 | 8% | -1% | -5% | -1.2% | -6
CC(CNC(=O)CN1C(=O)NC2(CCCCC2)C1=O)c1ccccc1 (configuration not stated) | -3 | 5 | 14 | 3 | 0% | 2% | -5% | 2.3% | -18
O=C(Oc1cccc(/C=N/Nc2nc(N3CCOCC3)nc(N3CCOCC3)n2)c1)c1ccco1 | -7 | -3 | -4 | 2 | -8% | 1% | -6% | -1.1% | -12
Cc1ccc(CN(C(=O)COc2ccc(Cl)c(C)c2)C2CCS(=O)(=O)C2)o1 (configuration not stated) | -1 | -4 | -3 | 14 | · | · | · | -3.1% | -1
COc1ccc(C)cc1NC(=O)C1CCN(S(=O)(=O)c2ccccc2)CC1 | -5 | 0 | -4 | 3 | 0% | 6% | 0% | 0.3% | 0
COc1ccc(N(C(=O)c2ccn[nH]2)C(C(=O)NC2CCCC2)c2ccc(F)cc2)cc1 (configuration not stated) | -2 | 10 | 25 | -3 | -15% | 0% | -5% | -0.5% | -4
CC1CCC(C(C)C)C(OC(=O)COC(=O)c2cc(O)ccc2N)C1 (configuration not stated) | 4 | 6 | 0 | 1 | -5% | -10% | -12% | 5.6% | -13
Cc1ccc(C(O)(C(=O)NNc2ccc3ccccc3n2)c2ccc(C)cc2)cc1 | 1&-7 | 6&-1 | 1 | 6&4 | -6%&-4% | -2%&-7% | -7%&-2% | -0.3%&-0.7% | 7&-14
Cc1ccc(-c2cc(C(=O)N3CCN(c4ccc(F)cc4)CC3)c3ccccc3n2)o1 | -6 | 16 | 0 | 3 | -6% | -17% | 7% | 1.7% | -3
NC(=O)COC(=O)c1cc(-c2cccs2)nn1-c1ccccc1 | 6 | 7 | 5 | 1 | 4% | 0% | -2% | 8.3% | 1
CCOC(=O)Cn1nnc(-c2cc(OC)c(OC)c(OC)c2)n1 | -2 | -20 | -5 | 5 | -15% | 0% | 14% | 1.2% | 16
N#Cc1c2c(c(N3CCN(c4ccccn4)CC3)n3c1nc1ccccc13)CCC2 | 2 | 9 | -11 | -1 | · | · | · | 1.0% | ·
O=C(CCN1CCN(Cc2ccccc2)CC1)Nc1ccc(OCc2ccccc2)cc1 | -7 | -5 | -19 | 16 | -3% | 0% | -4% | 2.3% | -12
CCN(CC)S(=O)(=O)c1ccc(N2CCOCC2)c(NS(=O)(=O)c2ccc(C(C)C)cc2)c1 | -3 | -1 | 3 | 1 | -9% | -1% | -3% | 0.7% | 4
O=C(Nc1ccnn1C1CCN(C/C=C/c2ccccc2)CC1)c1cccc(F)c1 | -3 | 15 | -7 | 14 | -1% | -3% | 0% | -1.2% | -4
Cc1cc(NC(=O)CSc2ccc3nnc(-c4ccc(F)cc4)n3n2)no1 | · | · | · | · | -1% | 1% | -2% | 11% | 4

Results in GRP78 ERSR act, for some of the entries so far:
molecule	GRP78 ERSR act
CCOC(=O)Cn1nnc(-c2cc(OC)c(OC)c(OC)c2)n1	14%
NC(=O)COC(=O)c1cc(-c2cccs2)nn1-c1ccccc1	-2%

Carrying on.
SMILES | D1 PAM | D1 antagonist | D2 PAM | D1 agonist | Vif-APOBEC3F blk | Vif-A3G inh | GRP78 ERSR act | RXFP1 ag | RXFP1 antagonist
CC(=O)Nc1ccc(S(=O)(=O)N2CCC(NC(=O)C(Cc3cccn3C)NC(C)=O)CC2)cc1 (configuration not stated) | -4 | -9 | 0 | 4 | -3% | 3% | -3% | 0.6% | 10
CSc1ccc(S(=O)(=O)NCCCn2ccnc2)cc1 | -4 | 26 | 1 | 3 | -8% | 1% | -1% | 2.9% | 6
O=C(O)/C=C/c1ccc(-c2cccc(C(F)(F)F)c2)o1 | -2 | -1 | 43* | 1 | -5% | -7% | 1% | 4.2% | -4
Cc1cc(C)c2cc(C)c3nnc(SCC(=O)NCc4ccc5c(c4)OCO5)n3c2c1 | 5 | -1 | 2 | 4 | 9% | 0% | -4% | 2.8% | -2
CCOC(=O)N1CCN(CC(=O)N2CCC(C(N)=O)CC2)CC1 | 2 | -11 | 11 | 1 | ? | 0% | -4% | -1.1% | -9
Cc1cccc(C)c1NC(=O)Cn1c(=O)n(CCCS(=O)(=O)C2CCCCC2)c(=O)c2ccccc21 | -2 | 2 | 5 | -1 | -10% | 2% | 0% | 13% | ·
Cc1ccc(-c2cnc(C3CC3)o2)cc1S(=O)(=O)Nc1ccccc1 | -2 | -12 | 2 | 1 | -2% | ? | -4% | 3.8% | -9
CCCOc1ccc(-c2nc(SCc3ccccc3)[nH]c(=O)c2C#N)cc1OC | -5 | -7 | 4 | 0 | -2% | 4% | -7% | 3.4% | -7
Cc1nc(-c2ccccc2)sc1-c1ccc(SCC(=O)Nc2ccccc2)nn1 | -5 | -2 | -10 | 0 | 10% | 1% | -1% | 0.4% | -19
Cc1nc(SCC(=O)Nc2nnc(C(C)C)s2)n[nH]1 | 1 | 0 | 3 | 2 | -12% | 3% | -3% | -0.5% | -17
CCOc1ccccc1-n1nnc(S(=O)(=O)c2ccc(C)cc2)c1N | 1 | 0 | -6 | 21 | 3% | 0% | -1% | 1.9% | ·
O=C(c1ccc(F)cc1)N1CCC2(CC1)NCCc1[nH]cnc12 | -4 | 6 | 4 | 1 | 6% | 2% | 4% | 2.7% | -4
Cn1nnnc1-c1cc(Cl)cc(Cl)c1 | 3 | 7 | 5 | 2 | -1% | 0% | -3% | -0.9% | 6
Cc1ccc(C)c(S(=O)(=O)N(C(=O)c2ccncc2)c2ccc(OC(=O)c3ccncc3)cc2)c1 | -5 | 9 | -7 | 4 | -5% | 5% | 0% | -0.6% | 6
Cc1nc2ccccc2n1CC(O)COC1CCCCC1 (configuration not stated) | -11 | -72* | -13 | 5 | -8% | 2% | -1% | -0.9% | -8
Cc1c(Cl)cccc1NC(=O)CN1CCC(C(O)(c2ccccc2)c2ccccc2)CC1 | -6 | -6 | -19 | 2 | -9% | 1% | -3% | -1.2% | -12
Cc1ccc(C(=O)NC2CCCCCC2)cc1S(=O)(=O)N1CCOCC1 | -2 | 5 | -6 | 5 | -2% | 0% | 2% | -0.7% | -2
Cc1ccc(NC(=O)COc2ccccc2)c(NC(=O)c2ccco2)c1 | -1 | -29 | 8 | 3 | -2% | 7% | 0% | 5.2% | -6
O=C1COc2ccc(S(=O)(=O)N3CCC(C(=O)NCc4ccc(F)cc4)CC3)cc2N1 | 7 | 7 | -3 | 5 | 1% | 1% | -4% | 0.9% | -15
CC(C)(C)C(=O)COC(=O)c1cc(-c2cccnc2)nc2ccccc12 | -4 | 0 | 7 | 4 | 5% | -3% | -3% | -0.9% | 3
CCOC(=O)c1cnc2nc(C(F)(F)F)[nH]n2c1=O | 2 | 5 | -2 | 6 | 0% | 1% | 0% | 1.5% | 1
Cn1c(=O)[nH]c(=O)c2c1nc(Br)n2Cc1ccccc1F | 5 | 15 | 5 | 11 | -3% | 1% | 1% | 2.6% | 1
Cc1cccc(NC(=O)COc2ccc(/C=C\c3[nH]c(=O)[nH]c(=O)c3[N+](=O)[O-])cc2)c1 | -2 | -8 | 2 | 1 | 7% | -2% | -2% | 0.3% | -10
CCc1cc2cc(C)cc(C)c2nc1SCC(=O)Nc1cc(C)on1 | 0 | 2 | 2 | 6 | 11% | 0% | -1% | ? | -4
Cc1ccc(C2=NN(C(=O)C3CCCO3)C(c3ccco3)C2)cc1 (configuration not stated) | 4 | 2 | 17 | 6 | 5% | -5% | -2% | 0.4% | -39
O=C(NCC1CCN(Cc2ccc(Cl)cc2)CC1)C1CCCN(c2ncnc3c2nc2n3CCCCC2)C1 (configuration not stated) | 0 | -3 | -7 | 1 | 7% | 5% | -4% | 14% | -9
COC(=O)c1ccccc1NC(=S)N1CCOCC1 | -1 | 6 | 4 | -2 | 5% | -1% | -4% | 2.3% | 14
Cc1c(C(=O)N2CCN(c3ncccn3)CC2)oc2ccc(F)cc12 | · | · | · | · | -5% | -1% | 1% | · | -8
Cc1nnc2ccc(N3CCN(c4ccccn4)CC3)nn12 | · | 15 | 5 | 1 | 7% | 2% | 3% | 6.5% | ·
COc1ccc(CN2CCC[C@]3(N[C@H](c4ccc(C(F)(F)F)cc4)[C@@H]4C(=O)N(Cc5ccccc5)C(=O)[C@@H]43)C2=O)cc1 | · | · | · | · | -10% | 1% | -6% | · | 5
CC(=O)c1cccc(NC(=O)CSc2nc3ccccc3nc2Cc2ccc(F)cc2)c1 | -1 | 1 | 10 | -2 | -8% | -6% | -2% | 1.2% | 20
CCOc1cccc(C(=O)NC(=S)Nc2cccc(NC(=O)c3ccccc3Cl)c2)c1 | 2 | 12 | 15 | 9 | 6% | 0% | -1% | -1.4% | -21
